UPR CHOP act: apoptotic UPR (CHOP) activation; activation, % at 10 µM; AID 449763; CHO-CHOP luciferase reporter, luminescence; percent of tunicamycin response over DMSO baseline; hit rate 0.34% among 330,000;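 active means at 10 µM dose, activation of 40% or more, normalized to positive control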;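 further: 100% = tunicamycin at 10 µg/mL and 0% = DMSO alone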
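Test system: CHO CHOP reporter cells. Input: 500 CHO-CHOP cells per well. Medium: F12 with 10% FBS. Technique: luciferase luminescence. Measure: percent activation relative to tunicamycin control. Dosing: 10 µM compound, 0.5% DMSO. Timing: 16-18 h cell attachment, then 6 h compound exposure, 37 °C.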
Mdm2 MdmX PPI: human Mdm2/MdmX binding inhibition; O15151+Q00987; SaOS-2 split-luciferase Mdm2/MdmX complementation, luminescence; inhibition, % at 8 µM; hit rate 3% among 330,000;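 active means inhibition of at least 50% at 8 µM in the primary screen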
697 NFkB inh: lowers PMA/ionomycin-induced NF-kB signal in 697 B cells. 697 B-cell NF-kB luciferase reporter, 16 h. inhibition, % at 4 µM. hit rate 0.33% among 330,000. AID 435022; in the data active means inhibition above about 35%
APJ agonist: APJ receptor agonism. CHO-K1 APJ PathHunter beta-arrestin, luminescence; 0% DMSO wells, 100% apelin. activation, % at 20 µM. P35414. AID 2520. hit rate 0.11% among 330,000;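 active means activation more than six SD over the plate average, tested at 20 µM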;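 further: 0% = DMSO alone and 100% = apelin-13 at 10 nM; some results filed as inactive read as strong as hits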
Target sequence (P35414 whole entry, looked up): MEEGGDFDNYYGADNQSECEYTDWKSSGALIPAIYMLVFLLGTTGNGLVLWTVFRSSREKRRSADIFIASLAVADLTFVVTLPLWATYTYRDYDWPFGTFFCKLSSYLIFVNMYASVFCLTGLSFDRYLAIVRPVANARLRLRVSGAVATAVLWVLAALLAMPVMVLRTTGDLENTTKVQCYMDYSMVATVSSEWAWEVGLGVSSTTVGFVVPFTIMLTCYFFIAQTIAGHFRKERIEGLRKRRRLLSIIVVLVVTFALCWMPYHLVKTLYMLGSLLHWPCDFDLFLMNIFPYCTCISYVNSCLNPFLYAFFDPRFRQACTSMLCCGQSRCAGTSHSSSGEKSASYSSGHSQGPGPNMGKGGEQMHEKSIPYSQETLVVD
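Material: CHO-K1 APJ beta-arrestin complementation cell line; Input: cell density 1000 per well; Incubation: compound stimulation 90 min at 25 °C, detection 60 min; Signal: luminescence from split beta-galactosidase complementation, Galacton Star/Emerald II substrate; Controls: DMSO-only wells as negative, 10 nM Apelin-13 as positive control.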
Jurkat NFkB inh: lowers PMA/ionomycin-induced NF-kB signal in Jurkat cells | AID 435003 | hit rate 0.53% among 330,000 | inhibition, % at 4 µM | PMA/ionomycin-induced NF-kB luciferase reporter, luminescence; in the data active means inhibition above about 50%
APJ antagonist: antagonists of human APJ apelin receptor; P35414; CHO-K1 APJ beta-arrestin complementation, luminescence; inhibition, % at 20 µM; hit rate 0.32% among 330,000;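 active means inhibition above about 40% at 20 µM, limit read from the data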;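 further: cells challenged with 10 nM apelin-13 agonist together with compound; plate controls were apelin-13 plus DMSO wells for no effect and DMSO wells lacking apelin-13 for full effect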
UPR XBP1 act: adaptive UPR (XBP1) activation; CHO-XBP1 luciferase reporter, IRE1-XBP1 UPR activation, luminescence; percent of tunicamycin response, DMSO as zero; activation, % at 20 µM; hit rate 0.33% among 330,000;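 active means versus positive control, 20 µM dose yields 30% or more activation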;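 further: 100% = tunicamycin at 10 µg/mL and 0% = DMSO only wells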
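Material: IRE1-XBP1 luciferase reporter CHO line / Quantity: one thousand reporter cells per well / Buffer or medium: F12 with 10% serum / Compound: 20 µM single concentration, DMSO 1% / Times: 6 h treatment, 37 °C / Detection: Steady-Glo luciferase glow luminescence, 10 min after reagent addition / Benchmarks: tunicamycin high, DMSO low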
tim23-1 inh: tim23-1 yeast growth inhibition. S. cerevisiae tim23-1 growth, BacTiter-Glo luminescence, 24 h. inhibition, % at 20 µM. hit rate 1.3% among 330,000. AID 463212;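 active means growth inhibition of the mutant yeast at or above 50%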;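 further: temperature-sensitive mutant grown at 25 °C; plate controls were DMSO-treated mutant yeast for no effect and medium wells lacking yeast for full effect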
* = called active by the depositor; nt = no result given.

SMILES	APJ agonist	UPR CHOP act	tim23-1 inh	697 NFkB inh	UPR XBP1 act	Jurkat NFkB inh	Mdm2 MdmX PPI	APJ antagonist
CCOC(=O)CSc1nc2cc(C)cc(C)c2cc1C#N	-3	1.3	8	4	1	-67	-70	19
COc1cccc(OCc2nc3ccccc3c(=O)n2N)c1	-2	5.0	8	-19	1	-24	-9	43*
CCOC(=O)c1ccccc1NC(=O)COC(=O)C1CCN(S(=O)(=O)c2ccccc2C(=O)OC)CC1	-1	1.1	17	-6	1	8	15	9
Cc1c(C(=O)NCc2cccnc2)oc2ccc(S(=O)(=O)N3CCC4(CC3)OCCO4)cc12	-2	2.5	7	-16	-2	10	7	9
CS(=O)(=O)c1ccc(C(=O)OCC(=O)NC23CC4CC(CC(C4)C2)C3)cc1[N+](=O)[O-]	5	3.9	17	10	0	-6	49	24
CCCCN1Cc2ccccc2Oc2cc(Br)ccc2S1(=O)=O	nt	2.2	51*	30	3	nt	23	nt
COc1ccc(NC(=O)n2ncc3c(C)cccc32)cc1OC	0	3.6	45	-41	5	-79	-13	-3
O=C(Nc1cccc(-c2ccc(N3CCCCC3)nn2)c1)c1ccco1	10	0.0	28	-143	-5	-94	-141	-15
CC(C)c1nc(CNC(=O)c2ccc(OC3CCN(Cc4ccccn4)CC3)cc2)cs1	12	-1.0	15	-15	0	-1	2	-3
O=[N+]([O-])c1cc2c(c(CSc3nnnn3-c3ccc(O)cc3)c1)OCOC2	0	-1.5	12	15	-1	16	6	3
COC(=O)c1[nH]c2c(c1C)C(=O)CC(c1cc(OC)c(OC)c(OC)c1)C2 (centres undefined)	-2	0.7	12	1	-2	9	26	-7
Cn1nc(C(F)(F)F)c(-c2ccccc2)c1NC(=O)CSCC(=O)O	-5	-1.1	7	13	-3	11	-6	1
C=CCNC(=S)Nc1sc2c(c1C(=O)OCC)CC(C(C)C)OC2 (centres undefined)	-3	1.7	15	-2	0	-1	-3	-1
CNC[C@H]1Oc2c(NC(=O)c3ccc(-c4nccs4)cc3)cccc2C(=O)N([C@@H](C)CO)C[C@@H]1C	-4	-0.2	13	6	-1	8	13	1
Cc1[nH]ccc(=O)c1OCc1c(Cl)cccc1Cl	2	0.2	-1	17	1	-11	9	-17
O=C(Nc1nc(-c2ccc3ccccc3c2)cs1)C1CCN(S(=O)(=O)c2cccs2)CC1	-5	1.1	4	-50	-3	33	25	5
Cn1c(CSc2ncccn2)nnc1SCC(=O)N1CCCCCC1	-1	-0.7	0	3	1	-19	3	-15
CC(C)c1nnc(SCC(=O)NCc2ccc3c(c2)OCO3)n1C	-4	0.9	-7	-3	0	-4	4	7
CCN(CC(=O)Nc1cc(Cl)ccc1C)C(=O)c1nc2nc(C)cc(C)n2n1	-4	-1.1	13	-2	-3	4	3	0
O=S(=O)(c1ccc(NCCOc2ccccc2)nc1)N1CCCC1	-2	-1.8	29	1	-2	5	3	-5

Rewritten with values under each structure: part of the list above.
Values in the order: APJ agonist, UPR CHOP act, tim23-1 inh, 697 NFkB inh, UPR XBP1 act, Jurkat NFkB inh, Mdm2 MdmX PPI, APJ antagonist
CCOC(=O)CSc1nc2cc(C)cc(C)c2cc1C#N
 : -3, 1.3, 8, 4, 1, -67, -70, 19
COc1cccc(OCc2nc3ccccc3c(=O)n2N)c1
 : -2, 5.0, 8, -19, 1, -24, -9, 43*
CCOC(=O)c1ccccc1NC(=O)COC(=O)C1CCN(S(=O)(=O)c2ccccc2C(=O)OC)CC1
 : -1, 1.1, 17, -6, 1, 8, 15, 9
Cc1c(C(=O)NCc2cccnc2)oc2ccc(S(=O)(=O)N3CCC4(CC3)OCCO4)cc12
 : -2, 2.5, 7, -16, -2, 10, 7, 9
CS(=O)(=O)c1ccc(C(=O)OCC(=O)NC23CC4CC(CC(C4)C2)C3)cc1[N+](=O)[O-]
 : 5, 3.9, 17, 10, 0, -6, 49, 24
CCCCN1Cc2ccccc2Oc2cc(Br)ccc2S1(=O)=O
 : nt, 2.2, 51*, 30, 3, nt, 23, nt
COc1ccc(NC(=O)n2ncc3c(C)cccc32)cc1OC
 : 0, 3.6, 45, -41, 5, -79, -13, -3
O=C(Nc1cccc(-c2ccc(N3CCCCC3)nn2)c1)c1ccco1
 : 10, 0.0, 28, -143, -5, -94, -141, -15
CC(C)c1nc(CNC(=O)c2ccc(OC3CCN(Cc4ccccn4)CC3)cc2)cs1
 : 12, -1.0, 15, -15, 0, -1, 2, -3
O=[N+]([O-])c1cc2c(c(CSc3nnnn3-c3ccc(O)cc3)c1)OCOC2
 : 0, -1.5, 12, 15, -1, 16, 6, 3
COC(=O)c1[nH]c2c(c1C)C(=O)CC(c1cc(OC)c(OC)c(OC)c1)C2 (centres undefined)
 : -2, 0.7, 12, 1, -2, 9, 26, -7
Cn1nc(C(F)(F)F)c(-c2ccccc2)c1NC(=O)CSCC(=O)O
 : -5, -1.1, 7, 13, -3, 11, -6, 1

(continued)
SMILES	APJ agonist	UPR CHOP act	tim23-1 inh	697 NFkB inh	UPR XBP1 act	Jurkat NFkB inh	Mdm2 MdmX PPI	APJ antagonist
O=C(COC(=O)Cc1n[nH]c(=O)c2ccccc12)Nc1ncc(Cl)cc1Cl	-3	3.6	3	7	-2	-8	-26	-8
Cc1c(C)c2cc(Cl)c(OCc3nn[nH]n3)cc2oc1=O	-4	1.4	7	5	-5	-12	-13	30
O=C(Cn1c(=O)c2sccc2n(Cc2cccc([N+](=O)[O-])c2)c1=O)NCCc1ccccc1	0	0.1	-12	17	-1	3	-28	18
Cc1ccc(S(=O)(=O)N(Cc2ccc(Cl)cc2)c2ccccc2C(=O)O)cc1	-2	-0.1	27	1	2	-28	-3	16
Cc1c(Cl)c([N+](=O)[O-])nn1Cc1ccc(C(=O)N/N=C\c2cccc(Br)c2)o1	4	6.9	11	4	-2	10	-8	-12
COc1cccc(NC(=O)CSc2nnc(COc3ccc4c(c3)CCCC4)o2)c1	2	0.0	-23	23	-2	4	8	-8
CC(C)Oc1ccc(C(=O)N2CCCC2C(=O)O)cc1 (centres undefined)	-5	-0.9	16	-2	-3	-7	-1	-30
CC1CCCCN1Cc1c(O)ccc2c(=O)c(-c3nc4ccccc4s3)coc12 (centres undefined)	-2	-3.1	21	-28	-2	-7	18	15
C=CCn1c(C)cc(C(=O)CSc2nc(N)cc(N)n2)c1C	-4	1.3	2	-2	12	1	-2	-4
O=[N+]([O-])c1cc(/C=N/O)ccc1Oc1ccccc1Cl	-1	1.8	33	-36	2	-24	24	-3
CC1CN(C(=O)c2ccccc2NS(=O)(=O)c2cccc([N+](=O)[O-])c2)CC(C)O1 (centres undefined)	-3	-2.1	12	1	-2	-2	17	-2

Bioassay records as filed in PubChem BioAssay.

Outcome played no part in choosing rows; about 5% have a hit in one of these screens.
